Compound activity: PubChem BioAssay, Broad Institute
STK33 inh – STK33 kinase inhibitors, primary screen, biochemical, luminescence, ADP-Glo, MBP substrate. inhibition, % at 12.5 µM. 27,000 compounds, 0.44% hits; in the data active = inhibition above about 20%
Target sequence (Q9BYT3 whole entry, looked up): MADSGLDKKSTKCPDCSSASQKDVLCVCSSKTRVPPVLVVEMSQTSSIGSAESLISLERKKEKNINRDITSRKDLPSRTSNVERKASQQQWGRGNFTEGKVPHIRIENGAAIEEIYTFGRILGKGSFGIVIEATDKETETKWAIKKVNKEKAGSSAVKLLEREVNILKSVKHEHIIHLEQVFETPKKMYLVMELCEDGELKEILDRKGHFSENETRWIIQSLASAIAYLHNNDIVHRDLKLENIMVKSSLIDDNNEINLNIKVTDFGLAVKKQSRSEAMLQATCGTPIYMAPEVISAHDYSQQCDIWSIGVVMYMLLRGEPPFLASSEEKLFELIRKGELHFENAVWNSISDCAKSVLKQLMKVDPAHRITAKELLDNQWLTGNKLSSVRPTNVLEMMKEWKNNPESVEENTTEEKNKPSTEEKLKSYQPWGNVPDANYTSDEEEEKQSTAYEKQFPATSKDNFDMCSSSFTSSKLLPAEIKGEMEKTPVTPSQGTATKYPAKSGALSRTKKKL
p53 PUMA act – mutant p53 pathway re-activators, primary screen, cell-based, SW480, luciferase, single point, HTS; SW480 PUMA-promoter luciferase, p53 mutant reactivation; activation, % at 9.98 µM; 28,000 compounds, 1.5% hits; AID 624151, 2012; in the data active = activation above about 52%
* marks the source's active call; other numbers are inactive results; . = not tested or not shown; & = joins results of further samples.

Order of results – p53 PUMA act | STK33 inh
Cc1cc(=O)[nH]c(SCC(=O)N2CCc3ccccc3C2)n1
  0.9 | 5.0
C[C@H](CO)N1C[C@H](C)[C@@H](CN(C)Cc2ccc(C(F)(F)F)cc2)Oc2c(NS(=O)(=O)c3ccc(F)cc3)cccc2C1=O
  4.6 | .
COCC(=O)Nc1cc(Sc2ccccc2)ccc1N=C(NC(C)=O)NC(C)=O
  . | 1.0
C[C@H](CO)N1C[C@H](C)[C@@H](CN(C)C(=O)NC2CCCCC2)Oc2ccc(NC(=O)Cc3cn(C)c4ccccc34)cc2CC1=O
  -18.5 | .
COc1ccc(S(=O)(=O)Nc2ccc3c(c2)C(=O)N([C@@H](C)CO)C[C@H](C)[C@@H](CN(C)C(=O)Nc2ccc4c(c2)OCO4)O3)cc1
  . | -1.3
CC(C)NC(=O)N(C)C[C@@H]1OCCCC[C@@H](C)Oc2ccc(NC(=O)CCCN(C)C)cc2C(=O)N([C@@H](C)CO)C[C@H]1C
  8.8 | .
Cc1ccccc1Cn1ccc(NC(=O)c2nn3c(c2Cl)NC(c2ccccc2)CC3C(F)(F)F)n1 (configuration not stated)
  -2.9 | -3.3
C[C@H]1CN([C@@H](C)CO)C(=O)c2cc(C3=CCCCC3)cnc2O[C@H]1CN(C)C(=O)c1ccccn1
  -3.9 | .
COc1ccc(-n2c(SCCCN3C(=O)c4cccc5cccc(c45)C3=O)nnc2-c2cccnc2)cc1
  14.6 | 8.1
N#Cc1ccccc1OCC(O)CNCCNC(=O)Nc1ccccc1 (configuration not stated)
  6.3 | .
CC(=O)Oc1c(I)c(=O)n(C)c2ccccc12
  . | 0.3
CCOC(=O)c1ccccc1NC(=O)COc1ccccc1C
  13.0 | 2.6
C[C@@H]1CN([C@H](C)CO)C(=O)c2cc(NS(=O)(=O)c3ccc(Cl)cc3)ccc2O[C@H]1CN(C)C(=O)Nc1ccc(F)cc1
  3.2 | .
Cc1noc(C)c1S(=O)(=O)N(C)C[C@@H]1OCCCC[C@@H](C)Oc2ccc(N(C)C)cc2C(=O)N([C@@H](C)CO)C[C@@H]1C
  -1.6 | .
C[C@@H]1CN([C@@H](C)CO)C(=O)Cc2cc(NS(=O)(=O)c3ccccc3)ccc2O[C@@H]1CN(C)Cc1ccc(Cl)c(Cl)c1
  . | 1.6
Cc1cc(=O)[nH]c(SCC(=O)Nc2cc([N+](=O)[O-])ccc2C)n1
  -3.3 | 3.0
Cc1noc(C)c1NC(=O)N(C)C[C@@H]1Oc2ccc(NS(=O)(=O)c3cn(C)cn3)cc2CC(=O)N([C@H](C)CO)C[C@H]1C
  4.1 | 0.9
C[C@@H]1CN([C@H](C)CO)C(=O)Cc2cc(N(C)C)ccc2O[C@H]1CN(C)Cc1ccc(C(=O)O)cc1
  . | 4.5
C[C@H](CO)N1C[C@H](C)[C@@H](CN(C)C(=O)Nc2ccc3c(c2)OCO3)Oc2ccc(NC(=O)Nc3ccc4c(c3)OCO4)cc2CC1=O
  0.9 | .
CN(C)c1nc(N)nc(CSc2nc3cc(Cl)ccc3o2)n1
  40.1 | 0.2
Cc1noc(C)c1S(=O)(=O)Nc1ccc2c(c1)C(=O)N([C@@H](C)CO)C[C@H](C)[C@H](CN(C)C(=O)Cc1ccccc1)OCCCC[C@@H](C)O2
  -15.2 | .
O=C(NC1CCN(C(=O)C2CCC2)CC1)C1CCCCC1
  . | 0.4
O=C(Nc1ccc(Br)cc1)C1CN(S(=O)(=O)c2ccccc2)CCN1S(=O)(=O)c1ccccc1 (configuration not stated)
  -0.9 | -1.5
O=C(CN1C(=O)c2cccc3cccc1c23)Nc1ccc(S(=O)(=O)N2CCCCC2)cc1
  -0.8 | 9.5
C[C@@H]1CCCCO[C@H](CN(C)C(=O)c2ccncc2)[C@@H](C)CN([C@H](C)CO)C(=O)c2cc(NC(=O)CCC(F)(F)F)ccc2O1
  -3.0 | 0.3
C[C@H](CO)N1C[C@H](C)[C@H](CN(C)Cc2ccc(C(F)(F)F)cc2)Oc2c(NS(=O)(=O)c3ccc(F)cc3)cccc2C1=O
  9.1 | .
CCn1c(=O)c2c3c(sc2n2c(SCC(=O)Nc4ccc(Cl)cc4)nnc12)CCCC3
  3.8 | 2.9
CCCN1C[C@H](CSC)C[C@@H]2c3cccc4[nH]cc(c34)C[C@H]21
  2.8 | -0.9&-0.5
CN(c1cccc(NC(=O)c2ccccc2N(C)S(=O)(=O)c2ccccc2)c1)S(C)(=O)=O
  -17.3 | 1.2
O=C(C[C@H]1C[C@H]2c3cc(NC(=O)C4CCOCC4)ccc3O[C@H]2[C@H](CO)O1)NCc1cccnc1
  8.0 | .

2 entries from above, with each value named.
C[C@H]1CN([C@@H](C)CO)C(=O)c2cc(C3=CCCCC3)cnc2O[C@H]1CN(C)C(=O)c1ccccn1
  p53 PUMA act: -3.9	STK33 inh: .

COc1ccc(-n2c(SCCCN3C(=O)c4cccc5cccc(c45)C3=O)nnc2-c2cccnc2)cc1
  p53 PUMA act: 14.6	STK33 inh: 8.1

Remaining list, next part.
Order of results – p53 PUMA act | STK33 inh
CC(C)NC(=O)Nc1ccc2c(c1)CC(=O)N([C@@H](C)CO)C[C@H](C)[C@H](CN(C)Cc1ccccc1)O2
  . | -5.8
CCOC(=O)c1c(SC)nc2c(C(F)(F)F)cccc2c1N1CCCC1
  -20.5 | .
C[C@@H]1CN([C@H](C)CO)C(=O)c2cccc(NC(=O)Nc3ccc(F)cc3)c2O[C@H]1CN(C)S(C)(=O)=O
  . | -3.0
Cc1cccc(OCC(=O)Nc2cccc(-c3nc4cc(C)ccc4o3)c2)c1
  86.1* | -2.6
C[C@@H]1CCCCO[C@H](CN(C)C(=O)Nc2ccc3c(c2)OCO3)[C@@H](C)CN([C@H](C)CO)C(=O)c2cc(NC(=O)C3CCCCC3)ccc2O1
  . | -2.1
Cc1ccc(N(CC(=O)Nc2c(C)cc(C)cc2C)S(C)(=O)=O)cc1
  -8.1 | -6.3
COc1ccc(NC(=O)N(C)C[C@H]2OCc3cnnn3CCCC(=O)N([C@H](C)CO)C[C@H]2C)cc1
  . | 2.1
COc1ccc(CN(C)C[C@@H]2OCCCC[C@@H](C)Oc3ccc(NC(=O)C4CCCCC4)cc3C(=O)N([C@H](C)CO)C[C@@H]2C)cc1
  . | -0.2
C[C@H](CO)N1C[C@H](C)[C@@H](CN(C)S(=O)(=O)c2cn(C)cn2)Oc2ccc(NC(=O)C3CCCCC3)cc2C1=O
  7.8 | .
C[C@H]1CN([C@@H](C)CO)C(=O)Cc2cc(NC(=O)NC3CCCCC3)ccc2O[C@@H]1CN(C)C(=O)Nc1cccc2ccccc12
  -15.2 | 2.9
COC(=O)C1=C(C)NC2=C(C(=O)c3ccccc32)C1c1ccc(OCc2cccc([N+](=O)[O-])c2)cc1 (configuration not stated)
  -10.8 | 0.1
C[C@H](CO)N1C[C@H](C)[C@@H](CN(C)S(=O)(=O)c2ccccc2)Oc2ncc(-c3ccncc3)cc2C1=O
  10.9 | .
Cc1ccc(C)c(NC(=O)Cn2cnc3ccccc3c2=O)c1
  -1.1 | -1.0
Cc1ccc(S(=O)(=O)Nc2ccc3c(c2)C(=O)N([C@H](C)CO)C[C@H](C)[C@H](CN(C)S(=O)(=O)c2ccccc2)OCCCC[C@@H](C)O3)cc1
  . | 1.3
COc1ccc(S(=O)(=O)N(C)C[C@@H]2Oc3ccc(NS(=O)(=O)c4ccc(F)cc4)cc3C(=O)N([C@@H](C)CO)C[C@H]2C)cc1
  . | 2.9

Pulled by compound from above (two):
Order of results – p53 PUMA act | STK33 inh
C[C@@H]1CN([C@@H](C)CO)C(=O)Cc2cc(NS(=O)(=O)c3ccccc3)ccc2O[C@@H]1CN(C)Cc1ccc(Cl)c(Cl)c1
  . | 1.6
C[C@H](CO)N1C[C@H](C)[C@@H](CN(C)C(=O)NC2CCCCC2)Oc2ccc(NC(=O)Cc3cn(C)c4ccccc34)cc2CC1=O
  -18.5 | .

Continued:
Order of results – p53 PUMA act | STK33 inh
CN(C)C(=O)CSc1nc2sc3c(c2c(=O)[nH]1)CCCC3
  4.6 | -4.7
C[C@H]1CN([C@@H](C)CO)C(=O)c2cc(NC(=O)Nc3ccc(C(F)(F)F)cc3)ccc2O[C@@H]1CN(C)Cc1ccc2c(c1)OCO2
  . | 2.3
C[C@H](CO)N1C[C@H](C)[C@@H](CN(C)S(=O)(=O)c2ccc(Oc3ccccc3)cc2)OCc2cn(nn2)CCCC1=O
  2.5 | -0.1
COC(=O)c1noc(C)c1C(=O)/C=C/N(C)C
  5.7 | .
C[C@H](CO)N1C[C@H](C)[C@H](CN(C)Cc2ccccc2)Oc2c(NS(C)(=O)=O)cccc2C1=O
  4.6 | .
CC(C)NC(=O)N(C)C[C@H]1Oc2ncc(-c3ccccc3F)cc2C(=O)N([C@H](C)CO)C[C@H]1C
  12.5 | .
C[C@H](CO)N1C[C@H](C)[C@@H](CN(C)C(=O)CCC(F)(F)F)OCCCC[C@H](C)Oc2ccc(NS(=O)(=O)c3cccs3)cc2C1=O
  -2.9 | .
COc1ccc(S(=O)(=O)NCc2ccco2)c2ccccc12
  -9.3 | -3.0
COc1ccc(S(=O)(=O)N(C)CC(=O)Nc2ccc(C(N)=O)cc2)cc1C
  -0.1 | 0.1
C[C@H]1CCCCO[C@H](CN(C)C(=O)C2CCCCC2)[C@@H](C)CN([C@@H](C)CO)C(=O)c2cc(NS(=O)(=O)c3cccs3)ccc2O1
  -9.0 | .
CC(=O)Nc1ccc(OCC(=O)Nc2ccc3c(c2)oc2ccccc23)cc1
  37.1 | 0.6
COc1cccc(NC(=O)CSc2nc(N)cc(N)n2)c1
  -4.9 | 2.0
COc1ccc(NC(=O)N(C)C[C@H]2OCc3cnnn3CCCC(=O)N([C@H](C)CO)C[C@@H]2C)c(OC)c1
  . | -0.5
COc1ccc(NC(=O)Nc2ccc3c(c2)[C@@H]2C[C@@H](CC(=O)NCc4ccncc4)O[C@@H](CO)[C@@H]2O3)cc1
  8.4 | .
COc1ccccc1NC(=O)CSc1nnnn1-c1cccc(C)c1C
  -11.0 | -2.0
CNC[C@@H]1Oc2cc(-c3ccccc3F)ccc2S(=O)(=O)N([C@@H](C)CO)C[C@@H]1C
  8.8 | .
C[C@@H]1CN([C@@H](C)CO)C(=O)c2cc(NC(=O)Nc3ccc(F)cc3)ccc2O[C@H]1CN(C)Cc1ccncc1
  4.2 | .
CS(=O)(=O)N(CC(=O)NC1CCCC1)c1cc(Cl)c(Cl)cc1Cl
  -3.6 | -3.2
CC(C)NC(=O)Nc1ccc2c(c1)C(=O)N([C@H](C)CO)C[C@H](C)[C@@H](CN(C)C)OCCCC[C@@H](C)O2
  5.7 | 3.5
CC(C)c1ccc(NC(=O)CSc2n[nH]c(-c3ccccc3Cl)n2)cc1
  -0.3 | -1.3
Cc1ccc(NC(=O)CSc2nnc(-c3ccc(Cl)cc3Cl)n2-c2ccccc2)cc1
  5.6 | -1.5
COC(=O)c1c(C)oc2ccc(N(C(=O)c3ccncc3)S(=O)(=O)c3ccc(OC)cc3)cc12
  -40.3 | 3.2
Cc1noc(C)c1NC(=O)Nc1ccc2c(c1)CC(=O)N([C@@H](C)CO)C[C@@H](C)[C@H](CN(C)S(=O)(=O)c1ccccc1)O2
  -8.0 | .
COc1ccc(NC(=O)Nc2ccc3c(c2)C(=O)N([C@H](C)CO)C[C@H](C)[C@H](CN(C)Cc2ccncc2)O3)cc1
  . | 0.6
C[C@H](CO)N1C[C@H](C)[C@@H](CN(C)S(=O)(=O)c2ccccc2)Oc2c(NC(=O)Nc3ccc(C(F)(F)F)cc3)cccc2C1=O
  -9.9 | .
C[C@H](CO)N1C[C@H](C)[C@H](CN(C)S(=O)(=O)c2ccc(Cl)cc2)Oc2ccc(NC(=O)Cc3ccccc3)cc2C1=O
  . | -1.5
Cc1ccc(S(=O)(=O)N(C)C[C@@H]2Oc3ccc(NS(=O)(=O)c4ccccc4)cc3C(=O)N([C@@H](C)CO)C[C@@H]2C)cc1
  . | 1.4
C[C@@H]1CCCCO[C@H](CN(C)C(=O)C2CCCCC2)[C@@H](C)CN([C@H](C)CO)C(=O)c2cc(NC(=O)Nc3ccc(F)cc3)ccc2O1
  . | 2.6
CCOC(=O)c1c(C)cc(O)c(C)c1O
  . | -22.1
CCN(CC(=O)Nc1cccc(Cl)c1C)S(=O)(=O)c1ccc(OC)cc1
  0.9 | -2.7
C[C@H]1CN([C@@H](C)CO)C(=O)Cc2cc(NC(=O)Nc3ccc4c(c3)OCO4)ccc2O[C@@H]1CN(C)CC1CC1
  7.4 | .
C[C@H](CO)N1C[C@H](C)[C@H](CN(C)S(=O)(=O)c2cccs2)Oc2ccc(N(C)C)cc2C1=O
  3.0 | .
Cc1cc(C(F)(F)F)nc(SCC(=O)Nc2ccc(I)cc2)c1C#N
  13.6 | -0.6
CC(C)(C)c1cc(C(C)(C)C)cc(S(=O)(=O)CCc2ccccn2)c1
  6.2 | .
COc1ccc(N2C(=O)CC(SCCc3nc4ccccc4[nH]3)C2=O)cc1 (configuration not stated)
  -7.6 | -0.4
CCOc1ccc(OCC(=O)Nc2sc3c(c2C(N)=O)CCC(C)C3)cc1 (configuration not stated)
  10.3 | 11.6
CC(=O)N(C)C[C@@H]1Oc2ncc(C#Cc3cccnc3)cc2C(=O)N([C@H](C)CO)C[C@@H]1C
  10.0 | .
Cc1nc(-c2ccccc2)sc1C(=O)C1C(=O)C(=O)N(CCN2CCOCC2)C1c1ccccc1F (configuration not stated)
  -4.9 | -2.9
C[C@@H]1CN([C@H](C)CO)C(=O)CCCn2nncc2CO[C@@H]1CN(C)C(=O)Nc1ccc(C(C)(C)C)cc1
  1.5 | -9.4
Cc1noc(C)c1NC(=O)N(C)C[C@@H]1OCCCC[C@@H](C)Oc2ccc(NS(=O)(=O)c3cn(C)cn3)cc2C(=O)N([C@@H](C)CO)C[C@H]1C
  0.1 | .

A second format for 2 compounds above:
compound | p53 PUMA act | STK33 inh
CC(=O)N(C)C[C@@H]1Oc2ncc(C#Cc3cccnc3)cc2C(=O)N([C@H](C)CO)C[C@@H]1C | 10.0 | .
Cc1nc(-c2ccccc2)sc1C(=O)C1C(=O)C(=O)N(CCN2CCOCC2)C1c1ccccc1F (configuration not stated) | -4.9 | -2.9

An excerpt. The share of hits here may be higher or lower than overall.
